SSB-PriA inh – K. pneumoniae PriA-SSBct interaction inhibition. AlphaScreen SSBct-PriA binding, biotinylated peptide. inhibition, % at 33 µM. hit rate 0.6% among 430,000; in the data active = inhibition mostly above about 37%, no sharp cut-off; inactive = mostly below about 20%;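 note: plate controls were negative control peptide for no effect and reference peptide for full effect; strong numbers were not always called active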
The depositor's hits bear a star; & = joins results of further samples. Not all compounds are listed. The share of hits here may be higher or lower than overall.

The first twelve entries (preview)
Cc1ccc2c(c1)NC(=O)c1cc(NC(=O)NCc3ccc(F)cc3)ccc1O2 was read as SSB-PriA inh -11.
O=C(NC1=NCCS1)c1cccc(Oc2ccccn2)c1 was read as SSB-PriA inh 1.
Screening CCCc1cc(=O)[nH]c(N=C(N)Nc2ccccc2)n1 returned SSB-PriA inh -19.
Screening Cc1cc2ncc3c(n2n1)CCN(C(=O)c1ccc(-c2cccs2)cc1)C3 returned SSB-PriA inh -18.
Screening CO[C@@H](CNC(=O)c1ccc(S(=O)(=O)N(C)C)cc1)c1ccccc1C returned SSB-PriA inh -8.
O=C(NCC1CC1)c1cc2c(OCc3ccc(Cl)cc3)cccc2[nH]1 was read as SSB-PriA inh -6.
`O=C(Cn1nnc(-c2ccccc2)n1)NN=Cc1cc([N+](=O)[O-])c(Cl)cc1Cl` gave SSB-PriA inh -14.
`CC(=O)N1CCN(S(=O)(=O)c2cccc(C(=O)Nc3cccc(F)c3)c2)CC1` gave SSB-PriA inh -13.
For Cc1nnc(SCc2ccc(C(F)(F)F)cc2)[nH]c1=O the results were SSB-PriA inh -8&5.
`CN1CCN(C(CNC(=O)C(=O)NCc2ccccc2Cl)c2ccc3c(c2)OCO3)CC1` (configuration not stated) gave SSB-PriA inh -9.
For COc1c(Br)cc(Br)cc1/C=C1/C(=O)NC(=N)N1C the results were SSB-PriA inh 5.
O=C(NN=Cc1ccc(O)c(O)c1)c1cc(-c2ccccc2)nc2ccccc12 was read as SSB-PriA inh 14.

All compounds of this part, from the first entry:
Cc1ccc2c(c1)NC(=O)c1cc(NC(=O)NCc3ccc(F)cc3)ccc1O2 was read as SSB-PriA inh -11.
O=C(NC1=NCCS1)c1cccc(Oc2ccccn2)c1 was read as SSB-PriA inh 1.
Screening CCCc1cc(=O)[nH]c(N=C(N)Nc2ccccc2)n1 returned SSB-PriA inh -19.
Screening Cc1cc2ncc3c(n2n1)CCN(C(=O)c1ccc(-c2cccs2)cc1)C3 returned SSB-PriA inh -18.
Screening CO[C@@H](CNC(=O)c1ccc(S(=O)(=O)N(C)C)cc1)c1ccccc1C returned SSB-PriA inh -8.
O=C(NCC1CC1)c1cc2c(OCc3ccc(Cl)cc3)cccc2[nH]1 was read as SSB-PriA inh -6.
`O=C(Cn1nnc(-c2ccccc2)n1)NN=Cc1cc([N+](=O)[O-])c(Cl)cc1Cl` gave SSB-PriA inh -14.
`CC(=O)N1CCN(S(=O)(=O)c2cccc(C(=O)Nc3cccc(F)c3)c2)CC1` gave SSB-PriA inh -13.
For Cc1nnc(SCc2ccc(C(F)(F)F)cc2)[nH]c1=O the results were SSB-PriA inh -8&5.
`CN1CCN(C(CNC(=O)C(=O)NCc2ccccc2Cl)c2ccc3c(c2)OCO3)CC1` (configuration not stated) gave SSB-PriA inh -9.
For COc1c(Br)cc(Br)cc1/C=C1/C(=O)NC(=N)N1C the results were SSB-PriA inh 5.
O=C(NN=Cc1ccc(O)c(O)c1)c1cc(-c2ccccc2)nc2ccccc12 was read as SSB-PriA inh 14.
Cc1cccc(-n2c(C)cc(C=NNC(=O)c3ccco3)c2C)c1 was read as SSB-PriA inh 7.
Screening CC(=NNC(=O)CSCc1ccc([N+](=O)[O-])cc1)c1ccccc1 returned SSB-PriA inh 0.
Screening COC(=O)C=c1sc(=C(C#N)C(=O)N2CCCCC2)n(-c2ccccc2)c1=O returned SSB-PriA inh 0.
CS(=O)(=O)N1CCCC(C(=O)Nc2nc(-c3cc(Cl)sc3Cl)cs2)C1 (configuration not stated) was read as SSB-PriA inh 3.
For CCCCCCCNS(=O)(=O)c1ccc(Br)cc1 the results were SSB-PriA inh -2.
Screening NC(=O)c1cc(-c2ccccc2)sc1NC(=O)COc1ccc(Cl)cc1Cl returned SSB-PriA inh -10.
`O=C(Nc1ccc(Oc2ccccc2)cc1)C(=O)Nc1nc2ccccc2s1` gave SSB-PriA inh 0.
For CN(C)C=NC(=S)Nc1ccccc1Cl the results were SSB-PriA inh -1.
For O=C(Cn1cnc2ccccc21)Nc1ccccc1-c1ccc(=O)[nH]n1 the results were SSB-PriA inh -4.
`CC(C)(C)c1[nH]c2ccccc2c1C=NO` gave SSB-PriA inh -8.
Screening CCCOc1ccc(S(=O)(=O)Nc2ccc3c(c2)N(S(=O)(=O)CC)CCC3)cc1C returned SSB-PriA inh 13.
COc1ccc(SCC2CCN(C(=O)c3cc(C)on3)CC2)cc1 was read as SSB-PriA inh -6.
Screening CN1C(=N)NC(=O)/C1=C\c1ccc(Br)cc1 returned SSB-PriA inh -7.
For Cc1csc(NC(=O)Cc2c(C)nc(SCc3ccccc3F)[nH]c2=O)n1 the results were SSB-PriA inh -2.
For O=S(=O)(NCCn1ccnc1-c1ncccn1)c1ccc2c(c1)CCO2 the results were SSB-PriA inh 8.
For CCCCOc1ccccc1N1C(=O)CC(N2CCN(C(=O)OCC)CC2)C1=O (configuration not stated) the results were SSB-PriA inh -10.
For Cn1c(CNc2ncc3c(=O)n(-c4ccccc4)c(=O)[nH]c3n2)nc2ccccc21 the results were SSB-PriA inh -6.
For CC(=NNC(=O)c1ccc(Br)o1)c1ccncc1 the results were SSB-PriA inh 1.
Screening CO[C@@H](CNC(=O)CCCc1ccccc1)c1ccc(Cl)s1 returned SSB-PriA inh -22.
CCOc1cccc(C(O)=C2C(=O)C(=O)N(Cc3cccnc3)C2c2ccco2)c1 (configuration not stated) was read as SSB-PriA inh -3.
`O=C(COc1ccc(Cl)cc1)N1CCN(c2ccc(-c3ccccc3)nn2)CC1` gave SSB-PriA inh 0.
CC(C)(C)OC(=O)C[C@H]1C/C=C/C[C@H](CC(=O)N[C@H](CO)Cc2ccccc2)C(=O)N2CCC[C@H]2COC1=O was read as SSB-PriA inh 1.
Screening COc1ccc(NC(=O)NCC#CCN2CCOCC2)c(OC)c1 returned SSB-PriA inh -6.
Screening COc1ccc(C(=O)NCc2sc3nc(-c4ccc(F)cc4)cn3c2C)nn1 returned SSB-PriA inh 17.
COc1ccc(-n2nc3c(c2NC(=O)C(=O)NCc2cccs2)CSC3)cc1 was read as SSB-PriA inh -4.
Cc1cc(C(=O)N2CCCC[C@H]2c2cc(C(N)=O)n[nH]2)c(C)o1 was read as SSB-PriA inh -2.
Screening COc1ccc(C)cc1NC(=O)NCCOc1cc(N2CCOCC2)ncn1 returned SSB-PriA inh -12.
Cc1cc(C(=O)N2CCCN(S(=O)(=O)c3cnn(C)c3)CC2)c(C)o1 was read as SSB-PriA inh 14.
O=C(Cn1c(-c2nnco2)cc2ccccc21)N1CCOCC1 was read as SSB-PriA inh 3&24.
`Nc1ccccc1C(=O)NCC1CCCO1` (configuration not stated) gave SSB-PriA inh -10&5.
For COc1ccc(C(C)=NN2CCOCC2)c(O)c1 the results were SSB-PriA inh -1.
For COc1ccc(-c2cc(C(=O)N/N=C\c3c(F)cccc3Cl)[nH]n2)cc1 the results were SSB-PriA inh 6.
Cc1c(CNC(=O)c2ccc(-n3cccn3)nn2)sc2nc(-c3ccc(F)cc3)cn12 was read as SSB-PriA inh -8.
Screening Cc1ccc(C)c(S(N)(=O)=O)c1 returned SSB-PriA inh 5.
CCOc1ccccc1NC(=O)CSc1nc2c(C)nn(CC)c2c(=O)n1Cc1ccc(F)cc1 was read as SSB-PriA inh -17.
For Cc1cnc2n(c1=O)C[C@H](C(=O)NCc1cccs1)CS2 the results were SSB-PriA inh -11.
For CN(C)S(=O)(=O)N1CCSC(c2ccccc2)CC1 (configuration not stated) the results were SSB-PriA inh -7.
Screening O=C(NN=Cc1ccsc1)c1cc(-c2cccs2)nc2ccccc12 returned SSB-PriA inh 0.
Screening Cc1cccc(NC(=O)CSc2nc3c(c(-c4ccco4)c2C#N)CCCC3)c1 returned SSB-PriA inh -15.
O=C(Cn1cc(OCc2cccc(Cl)c2)c(=O)cc1CO)NCc1ccco1 was read as SSB-PriA inh 4.
Screening O=S(=O)(c1ccccc1C(F)(F)F)N1CCN(c2ccc(-n3cccc3)nn2)CC1 returned SSB-PriA inh -4.
For O=C(NCc1ccc(C(=O)c2ccco2)s1)c1cc(C2CC2)on1 the results were SSB-PriA inh -13.
CCc1ccc(-n2cc(C(=O)OCc3ccccn3)c3ccccc3c2=O)cc1 was read as SSB-PriA inh -13.
For O=C(NCCn1ncc2c(=O)n(Cc3ccccc3F)cnc21)c1ccc(F)c(F)c1 the results were SSB-PriA inh -2.
Screening CS(=O)(=O)c1ccc2nc(N3CCN(C(=O)c4c(F)cccc4F)CC3)sc2c1 returned SSB-PriA inh -13.
CC[C@@H](C(=O)NCc1ncc(-c2ccccc2)[nH]1)c1ccccc1 was read as SSB-PriA inh 1.
For CCCCOc1ccc(C(=O)Nc2sccc2C(=O)NC)cc1 the results were SSB-PriA inh -10.
For CCOc1ccccc1NC(=O)N(CCOC)Cc1ccsc1 the results were SSB-PriA inh -10.
O=C(CCCc1ccccc1)N1CCC(Oc2ncccn2)CC1 was read as SSB-PriA inh 5.
`O=c1ccc(-c2ccc(F)cc2)nn1Cc1nc(-c2ccc(C(F)(F)F)cc2)no1` gave SSB-PriA inh -11.
Screening O=C(CSc1nc(CC(=O)NC2CC2)cc(=O)[nH]1)NCc1ccc(F)cc1 returned SSB-PriA inh -7.
Screening O=C(NCc1cnn2c1CCCC2)NC1CCCCC1 returned SSB-PriA inh -23.
Screening O=C(NCc1ccc2[nH]c3c(c2c1)CCCC3)c1ccc([N+](=O)[O-])cc1 returned SSB-PriA inh 52.
For Cn1cc(C(=O)NCc2ccccc2Cl)nn1 the results were SSB-PriA inh -16.
`O=C(CSc1nnc(CNC(=O)c2ccc(S(=O)(=O)N3CCCCC3)cc2)n1-c1ccc(Br)cc1)Nc1nccs1` gave SSB-PriA inh -11.
O=C(Cc1c[nH]c2ccccc12)NCC#CCOc1ccc2c(c1)OCO2 was read as SSB-PriA inh -14.
`CCOC(=O)c1c(-c2ccc(C)c(C)c2)csc1NC(=O)CN1CCN(C)CC1` gave SSB-PriA inh 13.
Screening CCOc1cc(-c2nnc(NC(=O)Cc3ccc(C)c(C)c3)o2)cc(OCC)c1OCC returned SSB-PriA inh 21.
Screening O=C(CCc1nc2sc3c(c2c(=O)[nH]1)CCCCC3)NC1CCCCCC1 returned SSB-PriA inh -6.
`NC(=O)c1ccccc1NC(=O)c1ncc(-c2ccc(Cl)cc2)o1` gave SSB-PriA inh -4.
For COc1cccc(CNC(=O)Cn2cnc3c([nH]c4ccc(C)cc43)c2=O)c1 the results were SSB-PriA inh -4.
For COc1ccc(-c2noc(-c3c(SC)nn(CC(=O)Nc4ccc(C)cc4Cl)c3N)n2)cc1 the results were SSB-PriA inh -7.
For CCC(=O)Nc1ccc2c(c1)CCN2C(C)=O the results were SSB-PriA inh -12.
`O=C(NCCCO)C(=O)Nc1ccc(Cl)c(N2CCCS2(=O)=O)c1` gave SSB-PriA inh 2.
For N#Cc1cnc(-c2ccc(F)cc2)n(CC(=O)Nc2ccc(Br)cc2)c1=O the results were SSB-PriA inh -5.
COCCn1c(Sc2nc3ccccc3[nH]2)nc2c1c(=O)[nH]c(=O)n2C was read as SSB-PriA inh 1.
Screening Cc1ccc(-n2ncc3c(=O)[nH]c(=S)[nH]c32)cc1C returned SSB-PriA inh -7.
`O=S(=O)(NCc1cncc(-c2cccs2)c1)c1cccnc1` gave SSB-PriA inh 1.
CCOC(=O)C1=C(CC)Nc2ccccc2NC1=NS(=O)(=O)c1ccccc1OC was read as SSB-PriA inh 0.
For CCOc1ccc(-n2c(O)c(C=NNC(=O)C3COc4ccccc4O3)c3ccccc3c2=O)cc1 (configuration not stated) the results were SSB-PriA inh 3.
`O=C(NN=Cc1ccncc1)c1cc2c(ccc3ccccc32)o1` gave SSB-PriA inh -18.
O=C(COc1ccc2c(c1)C(=O)CC2)NCc1ccccc1 was read as SSB-PriA inh -16.
O=C(Cc1csc(NC(=O)C2CCC(=O)N2)n1)Nc1ccc(F)c(Cl)c1 (configuration not stated) was read as SSB-PriA inh 5.
For CCOC(=O)N1CCN(C(=O)Cc2csc(Nc3cccc(Cl)c3)n2)CC1 the results were SSB-PriA inh -10.
`Cc1sc2nc(SCCCC(=O)NCCO)[nH]c(=O)c2c1C` gave SSB-PriA inh 9.
`CN1CCN(Cc2c(C(=O)NN=Cc3cccc(Br)c3)nnn2-c2nonc2N)CC1` gave SSB-PriA inh -9.
For Cn1ccc(C(=O)N(CC2CCCO2)c2nc3c(F)cc(F)cc3s2)n1 (configuration not stated) the results were SSB-PriA inh -20.
COc1ccc2nc(-c3ccc(F)c(NC(=O)C(C)(C)C)c3)cn2n1 was read as SSB-PriA inh -13.
Cc1cccn2c(=O)c(C=NO)c(N3CCCCC3)nc12 was read as SSB-PriA inh -1.
For COCCN(Cc1ccoc1)C(=O)c1cc2cccc(OC)c2o1 the results were SSB-PriA inh 8.
`CC(=NNC(=O)c1ccc(F)cc1)c1ccc(NC(=O)Cc2ccccc2)cc1` gave SSB-PriA inh -5.
For CC(=NNC(=O)CSc1nc2ccccc2s1)c1ccncc1 the results were SSB-PriA inh -10.
For Fc1ccc2nc(Nc3ccc4c(c3)OCCO4)sc2c1 the results were SSB-PriA inh 17.
`CCc1nnc(NC(=O)c2ccc(COC)o2)s1` gave SSB-PriA inh 2.
Screening O=C(CSc1nc2ccccc2c(=O)n1CC1CCC(C(=O)NCCc2ccccc2)CC1)Nc1cccc(C(F)(F)F)c1 (configuration not stated) returned SSB-PriA inh -8.
Screening O=C(Cn1cnc2c(sc3ccccc32)c1=O)Nc1ccccc1 returned SSB-PriA inh -8.
For CCOc1ccc(-n2nnc(C(=O)Nc3ccccc3C(F)(F)F)c2N)cc1 the results were SSB-PriA inh -8.
For COc1ccc(C(CNC(=O)C(=O)Nc2ccc(OC)cc2OC)N2CCOCC2)cc1 (configuration not stated) the results were SSB-PriA inh -20.
COc1ccc(-c2nc(C)c(CCNS(=O)(=O)c3cccc([N+](=O)[O-])c3)s2)cc1 was read as SSB-PriA inh 0.
`Cc1nc2ccccn2c(=O)c1NC(=O)NCc1ccccc1` gave SSB-PriA inh -7.
`CC(=NO)c1ccc2c(c1)OCCO2` gave SSB-PriA inh -6.
Cc1noc(C)c1CC(=O)N1CCN(c2cc(C3CC3)nn2C)CC1 was read as SSB-PriA inh -5.
Screening O=[N+]([O-])c1cccc(-c2nnc3c4cnn(-c5ccc(F)cc5)c4ncn23)c1 returned SSB-PriA inh 0.
For O=C(Nc1nc2c(s1)CCCC2)[C@@H]1CCCCN1S(=O)(=O)c1ccc(Cl)s1 the results were SSB-PriA inh -4.

Screening data: PubChem BioAssay, Small Molecule Screening Facility, UW Madison
